Screening results deposited in PubChem by The Scripps Research Institute Molecular Screening Center.
FBW7 act: activators of human E3 ligase FBW7; Q969H0; AlphaScreen FBW7–phospho-cyclin E peptide binding, activator screen; normalized activity (activation), % at 26.1 µM; 0.13% of 650,000 active; AID 1259310; in the data active = normalized activity above about 1.9%;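 note: purified mutant Fbw7 with reduced substrate affinity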
MITF primary: blocks human microphthalmia-associated transcription factor | AlphaScreen MITF homodimerization, bead proximity signal | inhibition, % at 2.6 µM | 0.91% of 650,000 active | AID 1259374; in the data active = inhibition above about 50%;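 note: 0% = vehicle wells with protein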
Target sequence (O75030 whole entry, looked up): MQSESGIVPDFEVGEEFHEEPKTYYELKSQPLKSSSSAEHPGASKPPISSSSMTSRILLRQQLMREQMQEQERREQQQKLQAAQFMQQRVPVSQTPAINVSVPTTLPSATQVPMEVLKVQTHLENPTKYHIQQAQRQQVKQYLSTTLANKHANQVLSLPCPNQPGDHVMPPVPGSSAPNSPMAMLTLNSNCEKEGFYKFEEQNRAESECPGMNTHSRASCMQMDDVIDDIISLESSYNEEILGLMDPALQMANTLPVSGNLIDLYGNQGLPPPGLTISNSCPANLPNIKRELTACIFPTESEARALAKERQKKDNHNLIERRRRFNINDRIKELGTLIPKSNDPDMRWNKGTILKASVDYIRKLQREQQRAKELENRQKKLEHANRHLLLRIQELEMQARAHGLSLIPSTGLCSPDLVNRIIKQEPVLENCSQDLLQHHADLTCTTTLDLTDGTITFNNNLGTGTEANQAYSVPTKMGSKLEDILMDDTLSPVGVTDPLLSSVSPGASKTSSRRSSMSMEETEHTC
TEAD-YAP inh: TEAD-YAP interaction inhibition. HEK-TIYL cells, TEAD-Gal4/YAP UAS-luciferase luminescence. inhibition, % at 9.12 µM. 1.4% of 640,000 active. AID 1259422; in the data active = inhibition above about 32%;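 note: 0% = median of test compound wells and 100% = reference inhibitor wells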
GPR151 activ: activates the human receptor GPR151; Q8TDV0; PathHunter beta-arrestin GPR151 cells, luminescence; activation, % at 11.2 µM; 1% of 650,000 active; AID 1508602; in the data active = activation above about 4.9%;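 note: 0% = median of compound wells and 100% = cells with positive control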
Target sequence (Q8TDV0 whole entry, looked up): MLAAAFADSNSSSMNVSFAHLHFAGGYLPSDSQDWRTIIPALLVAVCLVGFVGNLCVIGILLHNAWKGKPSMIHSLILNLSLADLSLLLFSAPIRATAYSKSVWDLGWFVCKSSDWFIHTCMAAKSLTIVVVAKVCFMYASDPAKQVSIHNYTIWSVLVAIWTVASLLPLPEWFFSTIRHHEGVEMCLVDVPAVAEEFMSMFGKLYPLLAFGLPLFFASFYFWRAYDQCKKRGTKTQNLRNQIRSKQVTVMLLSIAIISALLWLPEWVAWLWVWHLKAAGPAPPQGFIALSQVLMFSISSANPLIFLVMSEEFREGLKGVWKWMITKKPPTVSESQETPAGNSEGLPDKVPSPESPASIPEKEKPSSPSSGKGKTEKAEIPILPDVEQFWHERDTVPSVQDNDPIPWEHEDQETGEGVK
Starred values were filed as active, the others as inactive.

compound	FBW7 act	MITF primary	TEAD-YAP inh	GPR151 activ
CCOC(=O)C1=C(C)N(CCO)C(=O)NC1c1ccccc1F (stereo not drawn)	0.0	-7	14	0.0
CC(C)CC(NC(=O)OC(C)(C)C)C(=O)NC(C(=O)N1CCCC1C(N)=O)C(C)C (stereo not drawn)	-0.1	7	9	-1.7
CCOC(=O)c1ccc(NC(=O)COc2cc(=O)n(CC)c3ccccc23)cc1	0.1	-7	-7	-0.7
CN(Cc1ccc(C(=O)NCc2ccccc2Cl)c(=O)[nH]1)Cc1nccn1C	-0.1	52*	2	-0.7
COc1ccccc1CC(=O)O/N=C(\N)c1cccnc1	0.2	4	-2	-1.7
COCCNC(=O)C(=O)Nc1ccc(OC)cc1OC	0.2	-16	-13	-1.9
Cc1ccc(S(=O)(=O)C2(C(=O)NC3CCCCC3C)CC2)cc1 (stereo not drawn)	0.7	5	9	3.0
COC(=O)C1=C(C)NC(=S)NC1c1ccc(C)cc1 (stereo not drawn)	-0.2	12	7	-0.5
O=C(COC(=O)CNS(=O)(=O)/C=C/c1ccccc1)NCCN1C(=O)CSC1=O	0.0	0	0	-0.7
CCOC(=O)c1ccc(NC(=O)CSc2nc3ccccc3c(=O)n2CCc2ccccc2)cc1	0.0	14	7	0.6
COc1ccc(NC(=O)CSCc2ccc(Cl)cc2)cc1	0.1	11	2	1.1
CCN1CCN(C(=O)c2ccc(Cn3c(=S)[nH]c4ccc(Br)cc4c3=O)cc2)CC1	-0.2	-1	-11	-1.2
CCCc1[nH]nc2c1C(c1ccc(OC)c3ccccc13)C(C#N)=C(N)O2 (stereo not drawn)	0.1	16	5	-1.3
O=C1CCCN1CCCNc1nc(NC2CC2)c2[nH]cnc2n1	0.0	20	-2	-2.1
COc1ccc(Cc2nnc(N=Nc3c(O)[nH]c(=O)[nH]c3=O)[nH]c2=O)cc1	-0.7	14	7	-1.1
O=C(NCc1ccc(Cl)cc1)c1cc(-c2ccccn2)nc2ccccc12	0.3	9	20	-0.7
c1ccc(CN2CCC(NCc3ccccn3)CC2)cc1	-0.1	62*	4	0.4
O=C(CCCC(=O)OCC(F)(F)C(F)F)Nc1nccs1	-0.1	1	2	0.0
COc1cc(NC(=O)c2ccc(-c3cccc(C(C)=O)c3)s2)cc(OC)c1OC	0.3	6	3	-0.2
Cc1cc(Cn2ccnc2)c(C)cc1Cn1ccnc1	-0.1	-10	-8	-0.2
Cc1cccc(-n2c(=O)c(C#N)cc3c(=O)n4cccc(C)c4nc32)c1	-0.1	4	4	0.1
CC(=O)C1=C(O)C(=O)N(CCN(C)C)C1c1ccccc1F (stereo not drawn)	0.2	7	5	-0.2
COC(=O)c1ccc(COC(=O)c2ccc([N+](=O)[O-])o2)cc1	0.1	14	12	0.8
Cc1ccccc1OCC(=O)Nc1ccc(-c2nn3c(C)nnc3s2)cc1	-0.1	-3	-1	1.2
Nc1nc(SCCO)[nH]c(=O)c1NC(=O)c1ccco1	0.0	-3	-3	2.3
N#Cc1ccc(C(=O)Nc2ccccc2N2CCOCC2)c(F)c1	-0.1	7	-1	0.1
CC1CN(c2nc3c(c(=O)[nH]2)CCN(Cc2ccc(N4CCOCC4)cc2)C3)CC(C)O1 (stereo not drawn)	-0.1	8	8	0.8
COc1ccc(C(C(=O)OC(C)CN(C)C)c2ccccc2)cc1 (stereo not drawn)	0.0	-10	8	0.1
Cc1cc(-c2nnc(NC(=O)C3(c4ccccc4)CCOCC3)o2)nn1C(C)C	0.3	13	9	-1.4
COc1ccccc1N(Cc1cc2ccc(C)cc2[nH]c1=O)C(C)=O	0.1	-14	1	-1.3
COc1ccc(NS(=O)(=O)c2cc3[nH]c(=O)c(=O)[nH]c3cc2C)cc1Cl	0.1	7	2	-2.7
NC(CC(=O)O)c1cccnc1 (stereo not drawn)	0.1	11	4	0.7
C=CCOc1ccc(C=C2C(=O)NC(=S)NC2=O)cc1	-0.3	13	-2	-0.1
NC(=O)c1ccccc1NC(=O)c1cccc(S(N)(=O)=O)c1	0.4	8	12	-1.4
Cc1ccc(CNc2ncnc3c2c(-c2ccccc2)cn3-c2ccc(Cl)cc2)cc1	0.1	-11	-1	8.4*
O=C(c1ccc(F)cc1)N1CCN(c2cccc(Cl)c2)CC1	0.0	10	1	3.2
Cc1ccc(-n2c(=O)[nH]c3c(C(N)=O)nc(-c4cccs4)nc32)cc1	0.0	3	-4	-0.6
CC1CCN(C(=O)CSc2nc(NCCc3ccccc3)c3ccccc3n2)CC1	0.0	-7	-6	1.0
c1ccc(CN2CCCC3(CCCN(Cc4ccccc4)C3)C2)cc1	0.0	-1	-6	0.2
Cc1nc(-c2cccnc2)sc1CCNS(=O)(=O)c1ccc(Cl)cc1	0.2	20	5	-0.2

The results go on:
smiles,FBW7 act,MITF primary,TEAD-YAP inh,GPR151 activ
C[n+]1ccc(C(=O)Nc2ccccc2)cc1,0.0,-4,-1,0.0
O=C(CCNS(=O)(=O)c1ccc2[nH]c(=O)ccc2c1)Nc1ccc(F)cc1,0.1,-11,1,0.0
Cc1ccc(S(=O)(=O)N2CCCCC2)cc1NC(=O)CN1CC(=O)Oc2ccccc21,0.0,2,-12,-0.5
O=C1CC(C(=O)Nc2cccc3ccccc23)C2(CCCCC2)O1 (stereo not drawn),-0.1,3,12,1.0
Cc1ccc(NC(=O)c2cc(S(=O)(=O)N3CCC4(CC3)OCCO4)ccc2F)cc1Cl,0.2,-8,-2,1.2
CCN1CCCC1Cn1c(=S)[nH]c2cc(C(=O)OC)ccc2c1=O (stereo not drawn),0.0,-9,2,-1.2
O=C1NS(=O)c2cc([N+](=O)[O-])ccc21 (stereo not drawn),0.0,-3,-3,-0.7
NC(=O)C1CCN(CC(O)COc2ccccc2F)CC1 (stereo not drawn),0.1,8,14,-1.2
COc1ccc(S(=O)(=O)NCCc2ccccc2)cc1C,-0.2,-11,4,-0.9
CCOC(=O)c1c2n(c3cc(Br)c(OC)cc13)CCN(c1ccc(F)cc1)C2,-0.1,-3,-9,2.2
Cc1[nH]c2ccccc2c1CCNC(=O)c1ccccc1F,-0.1,3,-10,-0.1
CN1CCN(/C(=N\S(=O)(=O)c2ccc(F)cc2)c2ccccc2)CC1,0.1,6,4,-0.1
Cc1ccc(CNC(=O)CCS(=O)(=O)c2ccc(Br)cc2)cc1,0.1,21,6,0.4
CC(C)[C@@H]1NC(=O)[C@H]2CN(C(=O)c3cc(F)cc(F)c3)CCN2C1=O,-0.3,-10,-3,0.2
COc1ccc(/C(O)=C2\C(=O)C(=O)N(c3ncccn3)C2c2ccc(Cl)cc2)cc1 (stereo not drawn),0.1,26,9,1.2
COc1ccc(C2CC(=O)NC3=C2C(=O)CC(c2ccc(F)cc2)C3)c(OC)c1 (stereo not drawn),-0.1,10,-6,-0.2
COc1ccccc1-c1cnc2[nH]c(=O)n(CCc3cccnc3)c2n1,0.0,8,1,0.4
CN1CCCCC1CNc1nncc(-c2ccc(C(F)(F)F)cc2)n1 (stereo not drawn),0.2,-16,-15,1.1
CN1C(=O)C(CC(=O)Nc2ccc(F)cc2)N(NC(=O)c2ccc(Cl)cc2)C1=S (stereo not drawn),0.0,-5,14,-0.5
CCOC(=O)N1CCN(C(=O)CCCNC(=O)Cn2cnc3sc4c(c3c2=O)CCCC4)CC1,0.1,-2,2,-0.6
COc1ccc(NC(C)=O)cc1S(=O)(=O)N(C)S(=O)(=O)c1cccs1,0.1,15,-4,2.5
COCCN1C(=O)/C(=C/c2ccc(OC)c(C)c2)SC1=S,-0.1,12,0,-0.4
CCN1CCN(C(=O)c2cccc(C(F)(F)F)c2)C(C(=O)N2CCOCC2)C1 (stereo not drawn),0.2,-3,0,2.0
CCCOC(=O)C(C)Oc1ccc2c(=O)c(Oc3ccccc3Br)coc2c1 (stereo not drawn),-0.3,22,3,-0.4
CCCCC(=O)N1CCN(c2nc(-c3ccc(F)cc3)cs2)CC1,0.1,15,5,-0.5
CCn1c(=O)[nH]c(=O)c2cc(C(=O)c3cc(Cl)cc(Cl)c3O)cnc21,0.2,8,5,1.4
COC(=O)COc1cccc2c(=O)n(CC(=O)Nc3cccc(Cl)c3)ccc12,-0.1,-11,-5,3.6
O=[N+]([O-])c1cc(Nc2ccccc2)c2cnn(-c3ccccc3)c2c1,-0.2,-15,-58,1.0
COc1ccccc1N1CCN(c2ncc(C(=O)NCCCN3CCOCC3)c3ccccc23)CC1,0.3,20,3,0.0
O=S(=O)(c1ccc2c(c1)OCCO2)N1CCC(n2cnc3cccnc32)CC1,-0.1,-3,-1,-0.2
O=C1NC(=S)N(c2ccccc2F)C(=O)/C1=C/N1CCCC1,-0.3,8,-7,1.1
Cc1c(C(=O)N2CCCC2)cnn1-c1nc2c(c(=O)[nH]1)CCCC2,-0.7,10,9,0.3
CCCN1CC=C2C(C1)C(c1ccccc1Cl)C(C#N)=C(N)C2(C#N)C#N (stereo not drawn),1.3,12,1,0.6
CCOC(=O)CNC(c1ccccc1)c1cc(Br)ccc1NC(=O)CN1CCOCC1 (stereo not drawn),0.1,19,-4,1.5
CC1=C(/C=C/C(C)/C=N\NC(=O)c2ccncc2)C(C)(C)CCC1 (stereo not drawn),-0.1,12,-9,0.4
Cc1c(C(=O)C(=O)N2C(C)CCCC2C)c2ccccc2n1C (stereo not drawn),0.1,2,0,0.5
O=C(NCCN1CCOCC1)c1sc2cc(F)ccc2c1Cl,0.0,-6,-44,0.4
CCN(CC)CCNC(=O)c1cc2c(s1)CSC2,-0.1,5,3,-0.8
CCOC(CNC(=O)c1cc(Sc2ccc(F)cc2)nc2ccccc12)OCC,0.0,-11,-3,-1.2
O=C(Nc1cccc([N+](=O)[O-])c1)c1cc([N+](=O)[O-])cc2c1-c1ccc([N+](=O)[O-])cc1C2=O,-0.1,1,-7,-0.3
COC(=O)C1=C(N)N(c2ccccc2F)C2=C(C(=O)CC(C)(C)C2)C1c1ccc(OC)c(OC)c1 (stereo not drawn),-0.1,8,-2,0.4
CC(=O)c1ccc(NS(=O)(=O)c2cc3c(cc2Cl)N(C(C)=O)CCO3)cc1,-0.3,-5,-4,0.7
Cc1cc(-c2cnc(N3CCCC3)nc2C2CCCN(C(=O)c3ccccc3F)C2)on1 (stereo not drawn),0.0,-5,-7,1.9
CSC1=C(C#N)C(c2cccs2)C(C(=O)Nc2ccccc2)=C(C)N1 (stereo not drawn),0.0,20,0,1.6
COc1ccc(-c2cc(=O)oc3cc(OCC(C)=O)ccc23)cc1,0.1,15,-18,0.0
O=Cc1ccc(OCc2ccc([N+](=O)[O-])cc2)c(Br)c1,-0.1,-11,-62,0.1
CCCNc1nc(N2CCCC2CO)ncc1C (stereo not drawn),-0.1,3,3,1.4
COc1ccc(-c2cccc(C(=O)NC3CCN(Cc4ccccc4)CC3)c2)cc1,0.3,-4,3,2.9
CCn1c(C2CCc3ccccc3O2)nc2cc(F)c(-c3cn[nH]c3)cc21 (stereo not drawn),0.0,10,5,0.6
CN1CCN(C(=O)c2cc([N+](=O)[O-])ccc2Cl)CC1,0.0,1,-9,0.3
C=CCNC(=O)c1ccccc1NC(=O)COc1ccccc1,0.7,10,-8,-1.6
COc1ccc(CCNc2cc(Cl)ncn2)cc1,-0.2,6,28,-1.1
c1coc(-c2nc3nc4ccccc4n3nc2-c2ccco2)c1,0.0,-2,1,2.6

12 of the compounds above, with values under each structure:
Order of results: FBW7 act | MITF primary | TEAD-YAP inh | GPR151 activ
> CCOC(CNC(=O)c1cc(Sc2ccc(F)cc2)nc2ccccc12)OCC
→ 0.0 | -11 | -3 | -1.2
> O=C(Nc1cccc([N+](=O)[O-])c1)c1cc([N+](=O)[O-])cc2c1-c1ccc([N+](=O)[O-])cc1C2=O
→ -0.1 | 1 | -7 | -0.3
> COC(=O)C1=C(N)N(c2ccccc2F)C2=C(C(=O)CC(C)(C)C2)C1c1ccc(OC)c(OC)c1 (stereo not drawn)
→ -0.1 | 8 | -2 | 0.4
> CC(=O)c1ccc(NS(=O)(=O)c2cc3c(cc2Cl)N(C(C)=O)CCO3)cc1
→ -0.3 | -5 | -4 | 0.7
> Cc1cc(-c2cnc(N3CCCC3)nc2C2CCCN(C(=O)c3ccccc3F)C2)on1 (stereo not drawn)
→ 0.0 | -5 | -7 | 1.9
> CSC1=C(C#N)C(c2cccs2)C(C(=O)Nc2ccccc2)=C(C)N1 (stereo not drawn)
→ 0.0 | 20 | 0 | 1.6
> COc1ccc(-c2cc(=O)oc3cc(OCC(C)=O)ccc23)cc1
→ 0.1 | 15 | -18 | 0.0
> O=Cc1ccc(OCc2ccc([N+](=O)[O-])cc2)c(Br)c1
→ -0.1 | -11 | -62 | 0.1
> CCCNc1nc(N2CCCC2CO)ncc1C (stereo not drawn)
→ -0.1 | 3 | 3 | 1.4
> COc1ccc(-c2cccc(C(=O)NC3CCN(Cc4ccccc4)CC3)c2)cc1
→ 0.3 | -4 | 3 | 2.9
> CCn1c(C2CCc3ccccc3O2)nc2cc(F)c(-c3cn[nH]c3)cc21 (stereo not drawn)
→ 0.0 | 10 | 5 | 0.6
> CN1CCN(C(=O)c2cc([N+](=O)[O-])ccc2Cl)CC1
→ 0.0 | 1 | -9 | 0.3
